Screening results from PubChem.
PriA SSB inh = inhibitors of Klebsiella pneumoniae PriA binding to SSB C-terminal tail | hit rate 0.6% among 430,000 | AlphaScreen SSBct-PriA binding, biotinylated peptide | inhibition, % at 33 µM | AID 1272365; in the data active = inhibition mostly above about 37%, no sharp cut-off; inactive = mostly below about 20%;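 also: plate controls were negative control peptide for no effect and reference peptide for full effect; strong numbers were not always called active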
* = called active by the depositor; i = inactive; & = joins results of further samples.

SMILES	PriA SSB inh
COc1ccc(C(=O)NC2CCS(=O)(=O)C2)c(OC)c1 (stereo unspecified)	-12
Cn1c(-c2ccccn2)nn(Cc2cccc(C(F)(F)F)c2)c1=O	-8
O=C(Nc1nccs1)c1cn(Cc2ccc(F)cc2)nc1OCc1ccc(F)cc1	-7
CCOc1cc(C(=O)N2CCC3(CC2)CC(=O)c2ccccc2O3)cc(OCC)c1OCC	1&6
S=c1[nH]nc(-c2cccc(Cl)c2)n1N=Cc1ccco1	-2
CCOc1ccccc1NC(=O)N1CCC2(CC1)N=C(SC)C(c1ccc(OC)cc1)=N2	-14
CCOc1ccc(S(=O)(=O)NCCOC)c2ccccc12	-16
CN(C)c1ccc(C=NNC(=O)c2nonc2N)cc1[N+](=O)[O-]	1
O=C(NCC#CCN1CCOCC1)Nc1cccc(Cl)c1	-5
COCCn1cc(NC(=O)N2CCN(c3ccccc3F)CC2)c2ccccc21	-6
CC12CCC(O)CC1CCC1C2CCC2(C)C(O)/C(=C/c3ccc(C(F)(F)F)cc3)CC12 (stereo unspecified)	-6
COC(C#N)c1ccsc1 (stereo unspecified)	5
CCOC(=O)N1CCc2c(sc(NC(=O)Cc3ccc(Cl)s3)c2C#N)C1	-6
Cn1nccc1C(=O)NN=Cc1c(O)ccc2ccccc12	0
CCOc1ccccc1NC(=O)Cc1cc(-c2cccs2)on1	-5
Cc1cc(-c2nnc(NC(=O)/C=C/c3cccs3)o2)n(C)n1	0
COc1ccccc1N1C(=O)CC(N2CCN(C(=O)OC(C)(C)C)CC2)C1=O (stereo unspecified)	27
CS(=O)(=O)N1CCCC(C(=O)Nc2c3c(nn2-c2nc4ccccc4s2)CCC3)C1 (stereo unspecified)	-6
Cc1ccc(S(=O)(=O)c2[nH]c(-c3ccccc3)nc2SC(C)C(=O)O)cc1 (stereo unspecified)	12
COc1ccc2oc(-c3csc(NC(=O)c4ccccc4SC)n3)cc2c1	2
COc1cc(/C=C/C(=O)NCCOc2cc(N3CCOCC3)ncn2)cc(OC)c1OC	6
CCS(=O)(=O)N1CCc2ccc(NC(=O)c3ccccc3C(F)(F)F)cc2C1	18
COc1ncccc1C(=O)N1CCN(c2nc(-c3ccsc3)cs2)CC1	-12
NCC1CCN(C2CCCC2)CC1	16
COC(=O)N1CCC(CNC(=O)CSC2CCCC2)CC1	-7

The closing six records of the section before lead into the next.
SMILES	PriA SSB inh
COc1ccc2oc(-c3csc(NC(=O)c4ccccc4SC)n3)cc2c1	2
COc1cc(/C=C/C(=O)NCCOc2cc(N3CCOCC3)ncn2)cc(OC)c1OC	6
CCS(=O)(=O)N1CCc2ccc(NC(=O)c3ccccc3C(F)(F)F)cc2C1	18
COc1ncccc1C(=O)N1CCN(c2nc(-c3ccsc3)cs2)CC1	-12
NCC1CCN(C2CCCC2)CC1	16
COC(=O)N1CCC(CNC(=O)CSC2CCCC2)CC1	-7
Cn1c(=O)c2c(SCC(=O)NCc3ccco3)ccnc2n(C)c1=O	4
O=C(CSc1cn(CCNC(=O)c2ccc(Cl)cc2)c2ccccc12)Nc1ccc2c(c1)OCO2	16
COc1ccc(C=NOCC(=O)OCC(=O)N(C)c2ccccc2)cc1	-1
COc1ccc(-c2noc(-c3cccn(CC(=O)Nc4ccc(C)cc4C)c3=O)n2)cc1OC	-7
COc1ccc(-c2nnc(NC(=O)c3cc(-c4cccs4)nc4ccccc34)o2)cc1	-5
COC(=O)N1CCc2ccc(NC(=O)c3ccccc3Br)cc2C1	-2
CNC(=O)[C@@H]1Cc2ccccc2N1C(=O)COc1ccc(Cl)cc1	-19
O=C(c1ccc(-n2cccc2)cc1)N1CC(c2nc(-c3ccco3)no2)C1	-1
CN(C)CCNC(=S)NC(=O)C12CC3CC(CC(C3)C1)C2	-1
CCOC(=O)c1c(-c2ccc(C)c(C)c2)csc1NC(=O)c1sc2nc(-c3ccccc3)cc(-c3ccc(OC)cc3)c2c1N	-5
O=C1NC(=O)c2c(NC(=O)c3c(F)cccc3F)cccc21	-9
CCC(C)NC(=O)Cn1cccc(-c2nc(-c3ccc(Cl)cc3)no2)c1=O (stereo unspecified)	-10
Cc1ccc(-c2nsc(SCC(=O)N3CCCc4ccccc43)n2)cc1	-9
COc1cccc(N2CC(C(=O)NCc3sc(-c4ccccc4C)nc3C)CC2=O)c1 (stereo unspecified)	0
O=c1ccc(-c2cccc(Br)c2)nn1Cc1nc(-c2cccs2)no1	-14
COc1ccc(S(=O)(=O)Nc2ccc3c(c2)CN(C(C)=O)CC3)cc1	-3
c1coc(C2=Nc3ccccc3SC(c3ccc4c(c3)OCO4)C2)c1 (stereo unspecified)	25
COc1ccc(NC(C)C(=O)NN=Cc2ccccc2OCc2ccc(Br)cc2)cc1 (stereo unspecified)	6
Cc1csc(C(=O)NCC[C@@H](CCO)c2ccccc2)c1	-5
COc1c2ccc(C(=O)Nc3nc4c(s3)CCCC4)cc2nn1C	6
CC(CS(=O)(=O)c1ccc(Cl)c(Cl)c1)=NNC(N)=S	-1
CCc1ccc(NC(=O)CSc2ncc(S(=O)(=O)c3ccc(C)cc3C)c(=O)[nH]2)cc1	69*
COC(CNC(=O)c1cc2ccccc2[nH]1)c1cccc(F)c1 (stereo unspecified)	14
O=C(CCc1csc2nc(-c3ccccc3)cn12)N1CCN(C(=O)c2ccco2)CC1	7
CC(=O)Nc1ccc(CC(=O)NCc2ccnc(-c3cccs3)c2)cc1	-10

Given comma-delimited: part of the list above.
Molecule,PriA SSB inh
COc1c2ccc(C(=O)Nc3nc4c(s3)CCCC4)cc2nn1C,6
CC(=O)Nc1ccc(CC(=O)NCc2ccnc(-c3cccs3)c2)cc1,-10
O=C1NC(=O)c2c(NC(=O)c3c(F)cccc3F)cccc21,-9
Cn1c(=O)c2c(SCC(=O)NCc3ccco3)ccnc2n(C)c1=O,4
COc1ccc(NC(C)C(=O)NN=Cc2ccccc2OCc2ccc(Br)cc2)cc1 (stereo unspecified),6
O=C(c1ccc(-n2cccc2)cc1)N1CC(c2nc(-c3ccco3)no2)C1,-1

Next section.
SMILES	PriA SSB inh
COc1ccc(C(=NOC(C)=O)c2nccc3cc(OC)c(OC)cc23)cc1OC	-5
CC(C)(C)NC(=S)NN=Cc1cc(Br)c(O)c(Br)c1	2
O=C(Nc1nnc2n1CCCS2)C1c2ccccc2Oc2ccccc21	4
O=S(=O)(NCc1ccnc(-c2cccs2)c1)c1ccc2c(c1)OCCO2	9
CC(C)Oc1ccc(C(=O)Nc2ccc3c(c2)CC(=O)N3)cc1	8
O=C(Nc1ccc(-c2ccc(N3CCCC3)nn2)cc1)Nc1cccs1	0
O=C(c1ccc(-n2cccc2)cc1)N1CC(n2ccnn2)C1	-5
O=c1/c(=C/c2cccc(O)c2)sc2nc(-c3ccccc3)c(-c3ccccc3)n12	-5
CC(=O)Nc1cc2c(s1)CCCC2	-3&3
COc1ccc(C2=NN(S(=O)(=O)c3ccccc3)C(c3ccc4nccnc4c3)C2)cc1 (stereo unspecified)	-3
O=C(NCCC(c1ccccc1)c1ccccc1)C(=O)Nc1ccc(C(F)(F)F)cc1	-10
O=C(CN1C(=O)NC2NC(=O)NC21)NN=Cc1ccc(F)cc1 (stereo unspecified)	-1
Cc1ccc(/C=C/S(=O)(=O)N2CCN(c3c(C)nn(C4CCS(=O)(=O)C4)c3C)CC2)cc1 (stereo unspecified)	-9
O=C(CSCc1ccccc1)NCc1cc(-c2ccncc2)n(C2CCCC2)n1	-1
CC1Oc2ccccc2OC1C(=O)NCC#CCN(C)C (stereo unspecified)	1
Cc1nc(NCCNS(=O)(=O)c2ccccc2F)cc(-n2cccc2)n1	-1
O=C(c1cc2n(n1)CCCO2)N1CCn2c1nc1ccccc12	0
COc1ccc(OC)c(S(=O)(=O)NC2(c3nc(-c4cccnc4)no3)CCCCC2)c1	-14
CCOCC(=O)Nc1ccc2c(c1)C(=O)N(C)c1ccccc1O2	25
CON=C(CS(=O)(=O)Cc1ccc(OC)cc1)c1ccc(Cl)cc1	-2
COc1ccc(CCNC(=O)C(=O)NCC2OCCN2C(=O)c2ccc3c(c2)OCO3)cc1 (stereo unspecified)	6
COc1ccc(Cl)c2sc(N(CCN(C)C)C(=O)Cc3ccc4c(c3)OCO4)nc12	-12
CCn1c(/C=C/c2ccc(Cl)cc2)nc2ccccc21	-127&-82
COC(=O)NN=C(CCC(=O)O)c1cccs1	0
Cc1ccc(-n2ccnc2N2CCN(C(=O)c3ccc(C)c(C)c3)CC2)cc1	36*

Next part; it opens with the two that closed the last part.
SMILES	PriA SSB inh
COC(=O)NN=C(CCC(=O)O)c1cccs1	0
Cc1ccc(-n2ccnc2N2CCN(C(=O)c3ccc(C)c(C)c3)CC2)cc1	36*
O=C(NCCOc1ccc2nnc(-c3ccccc3Cl)n2n1)C1CC1	-6
CN(C1CCCC1)S(=O)(=O)c1ccc(C(=O)Nc2nc3cc4c(cc3s2)OCO4)cc1	-9
CS(=O)(=O)Nc1ccc(N2CCCCC2=O)cc1	-13
Cc1cccc(-n2ncc3c(=O)n4c(nc32)SCC4CC(=O)Nc2nnc(C)s2)c1 (stereo unspecified)	-2
O=C(Cc1ccc([N+](=O)[O-])cc1)N/N=C\c1cn(-c2ccccc2)nc1-c1ccccc1	-11
O=C(COCC(=O)Nc1cccc(-c2nc3ccccc3s2)c1)Nc1cccc(-c2nc3ccccc3s2)c1	-18&3
CC[C@@H](C(=O)Nc1nnc2n1CCS2)c1ccccc1	-27
Cc1nnsc1C(=O)NCc1cc(-c2cccs2)n(C)n1	-5
COc1ccc(CCNC(=O)c2sc(=S)n(-c3ccc(Cl)cc3)c2N)cc1OC	8
COc1ccccc1C=NNC(=O)CSc1ccc2ccccc2n1	5
Cc1csc(CN2CCN(C(=O)c3cc(=O)c4ccccc4o3)CC2)n1	1
COc1ccc(C)cc1NC(N)=Nc1nc(C)cc(C)n1	-5
Cc1cc(=O)c(OCc2ccccc2)cn1CC(=O)N1CCN(c2ccccc2)CC1	-11
O=C(CCc1csc(NC(=O)Nc2ccccc2)n1)NCc1ccc2c(c1)OCO2	-2
O=C(Nc1cc2ccccc2cc1NC(=O)c1cc(Cl)sc1Cl)c1cc(Cl)sc1Cl	-1
Cc1ccc(-c2cn3c(CC(=O)Nc4ccc5c(c4)OCCO5)csc3n2)cc1	32
Cn1cnnc1SCC(=O)N1CCOCC1	7
O=C(NC[C@@H](c1ccsc1)N1CCCCCC1)c1ccc(-c2ccccc2)cc1	-5
CCOc1ccc(C=NNc2nncc(-c3ccccc3)n2)cc1OC	-11
COCCCn1c(=C(C#N)C(=O)Nc2ccc(C(=O)O)cc2)s/c(=C/c2cccc(OC)c2OC)c1=O	-5
Cc1nn(C2CCS(=O)(=O)C2)c2nc(-c3ccccc3)cc(C(=O)N3CCCC3)c12 (stereo unspecified)	1
Cc1cnc2n(c1=O)C(CC(=O)N1CCC(Cc3ccccc3)CC1)CS2 (stereo unspecified)	0
Cn1cccc1[C@@H](O)CNC(=O)c1cncc(Br)c1	-6
Cc1c(C(=O)Nc2ccc(C(=O)O)cc2)oc2c1C(=O)CC(C)(C)C2	-8&-2
O=[N+]([O-])c1ccccc1C=NOCc1ccccc1	17

New compounds follow.
SMILES	PriA SSB inh
O=C(Nc1nc(-c2ccccc2)cs1)c1cccc(S(=O)(=O)N2CCOCC2)c1	13
CCC(=O)NCCn1ncc2c(=O)n(Cc3ccccc3C)cnc21	-2
CC(C)(C)C(=O)N1CCc2ccc(N)cc21	28
Cc1cc(O)ccc1NC(=O)CC(NCc1ccccc1)C(=O)O (stereo unspecified)	6
CC(C)c1nnc(C2CCN(C(=O)c3ccc4ncsc4c3)CC2)o1	7
Cc1[nH]c2ccccc2c1C=NNc1nncn1N	25
O=S(=O)(c1ccc(Cl)cc1)N1CCN(c2cnccn2)CC1	-15
CCOc1ccc(-c2ccc(=O)n(CCNC(=O)Nc3cccc(Cl)c3)n2)cc1	1
O=C(c1ccc(=O)[nH]n1)N1CC(c2nc(Cc3ccccc3)no2)C1	-8
COc1ccc(C=NN=C2SC(CC(=O)O)C(=O)N2c2ccc(O)cc2)cc1 (stereo unspecified)	-5
COc1cccc(C2C(=C(O)c3ccc4c(c3)CC(C)O4)C(=O)C(=O)N2c2nnc(C)s2)c1 (stereo unspecified)	2
CC1CCc2ccccc2N1C(=O)c1ccc(Cl)cc1Cl (stereo unspecified)	-2
Cc1cc2ncc(CCCNC(=O)CCc3c(F)cccc3Cl)cn2n1	-10
COc1ccccc1Nc1nc2ccc(F)cc2s1	-31
O=C(Cc1cc(=O)[nH]c(SCc2ccccc2)n1)Nc1ccc(OC(F)(F)F)cc1	-7
Cc1ccc(C2CC(c3cc(Br)ccc3O)=NN2)cc1 (stereo unspecified)	2
CCc1nnc(NC(=O)c2c(F)cccc2Cl)s1	7
CN(C)CCN(C(=O)c1cccc(F)c1)c1nc2c(F)cc(F)cc2s1	1
O=C(NCCC(O)c1ccoc1)Nc1cccs1 (stereo unspecified)	13
CCc1ccc2nc(N3CCN(C(=O)C4CCCCC4)CC3)sc2c1	-13
Cc1cc(C=Nn2cnnc2)c(C)n1-c1ccc(C(=O)O)cc1	-4
CC(C)(C)NC(=O)N1CCC(c2ccsc2)CC1	-11
O=C(NCCS(=O)(=O)N1CCc2ccccc2C1)c1ccc([N+](=O)[O-])o1	6
CCCOc1ccc(-c2c(C(=O)NN=C(C)c3ccco3)nnn2-c2nonc2N)cc1	-8
COc1ccc(C(=O)Nc2ccccc2-c2ccc(=O)n(C)n2)nn1	-1
CCOC(=O)c1sc2ncn(/N=C\c3ccccn3)c(=O)c2c1C	-8
CCOC(=O)c1c(NC(=O)CC2SC(=N)NC2=O)sc2c1CCC(C)C2 (stereo unspecified)	-6
CSc1cccc(NC(=O)C(=O)Nc2ccc3c(c2)OCO3)c1	7
CCC1SC(=N/N=C/c2ccco2)N(Cc2ccc(F)cc2)C1=O (stereo unspecified)	i

Looked up above:
`CCc1ccc2nc(N3CCN(C(=O)C4CCCCC4)CC3)sc2c1` | PriA SSB inh: -13
`Cc1cc2ncc(CCCNC(=O)CCc3c(F)cccc3Cl)cn2n1` | PriA SSB inh: -10
`CC(C)(C)C(=O)N1CCc2ccc(N)cc21` | PriA SSB inh: 28
`CN(C)CCN(C(=O)c1cccc(F)c1)c1nc2c(F)cc(F)cc2s1` | PriA SSB inh: 1

These rows are one share of the data. The share of hits here may be higher or lower than overall.
